# Compound activity: PubChem BioAssay, several laboratories
# iPSC survival up: enhancers of single-cell hiPSC survival, primary screen, ATPlite luminescence | survival enhancement, % at 20 µM | AID 602274, 2012 | 100% = ROCK inhibitor wells, 0% = DMSO | hit rate 0.044% among 360,000; in the data active means survival enhancement above about 18%;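 further: cells exposed to compounds for 16 hours before the ATP read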
# CaV13 ICDI inh: Primary screen for inhibitors of IQ motif and Ca2+-dependent inactivation inhibitor domain binding in CACNA1D, Förster resonance energy transfer in living cells, …; HEK cells, CFP/YFP FRET ICDI-IQ, plate reader, 10 min; percent FRET-ratio fall versus neutral wells; inhibition, % at 12.3 µM; hit rate 0.098% among 340,000;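 active means mean replicate inhibition of at least 30% and at least 1% of replicates passing that level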;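 further: 0% = median of the neutral control wells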
# NR2E3 ag-1: inhibitors of NR2E3-RetCOR corepressor binding, primary screen, NR2E3 agonist project, biochemical, TR-FRET, GST-NR2E3, biotin-RetCOR; AID 2300, 2010; inhibition of corepressor binding, % at 4.78 µM; 1536-well; hit rate 0.12% among 320,000;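 active means percent inhibition above the cutoff of mean plus 3 SD of all tested compounds, set per screening campaign, cut at about 20% in these data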;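 further: 0% = DMSO wells and 100% = biotin wells as full block of FRET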
#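 Material: NR2E3–RetCOR corepressor complex | Quantity: 1.35 nM GST-tagged NR2E3 final | Schedule: 5 h at 4 °C | Replication: Singlicate compound wells | Reagent: RetCOR corepressor, biotinylated, 7 nM | Controls: Biotin wells as high control, 0.6% DMSO wells as low control | Signal: TR-FRET, Eu(K)-anti-GST donor, streptavidin-D2 acceptor, ex 340, em 617/671 nm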
# Cardio protect: cardioprotection against H2O2-induced cell death, primary screen, uHTS, H9c2 cells, ATPLite luminescence; H9c2 cardiomyocytes, H2O2 injury protection, 2 h; protection from H2O2 cell death, % at 20 µM; hit rate 0.63% among 360,000;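 active means compounds giving at least 50% protection of heart cells from peroxide-induced death in the single-dose screen, raw or plate-pattern-corrected value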;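 further: 0% = DMSO wells with peroxide and 100% = DMSO wells without peroxide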
# TRPM1 prom inh: inhibitors of MITF-dependent TRPM1 promoter reporter, primary screen, cell-based, SK-MEL-5, single point, luciferase. SK-MEL-5 TRPM1 promoter luciferase, 24 h. inhibition, % at 12.5 µM. hit rate 0.83% among 330,000. AID 488899, 2010;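 active means mean inhibition across replicates of 60% or more, whatever share of single replicates reaches that level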; further: values of inactives mirror those of a sister screen read the other way
# PDI inh: inhibitors of human PDI, primary screen, biochemical, turbidity, single point, plate reader; Protein disulfide-isomerase (Homo sapiens), P07237; PDI insulin aggregation turbidity, A650, 90 min; inhibition, % at 10 µM; hit rate 0.052% among 350,000; AID 588391, 2011;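 active means mean inhibition across replicates of 30% or more, whatever share of single replicates reach that level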;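 further: absorbance from insulin aggregation driven by PDI reduction with DTT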
# Target sequence (P07237 whole entry, looked up): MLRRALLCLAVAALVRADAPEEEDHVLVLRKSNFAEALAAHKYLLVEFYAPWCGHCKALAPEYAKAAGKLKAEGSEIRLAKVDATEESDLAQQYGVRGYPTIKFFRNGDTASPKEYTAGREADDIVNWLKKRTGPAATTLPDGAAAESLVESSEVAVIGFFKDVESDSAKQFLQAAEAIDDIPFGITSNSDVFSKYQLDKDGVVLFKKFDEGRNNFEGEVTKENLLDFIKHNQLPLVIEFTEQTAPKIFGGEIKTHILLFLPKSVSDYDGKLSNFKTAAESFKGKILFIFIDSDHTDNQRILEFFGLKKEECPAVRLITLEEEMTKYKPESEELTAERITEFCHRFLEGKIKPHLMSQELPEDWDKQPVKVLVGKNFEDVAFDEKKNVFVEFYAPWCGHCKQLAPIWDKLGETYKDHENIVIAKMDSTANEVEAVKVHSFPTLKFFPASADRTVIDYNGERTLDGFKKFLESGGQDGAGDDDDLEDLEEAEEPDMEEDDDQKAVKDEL
# Shn3 3UTR inh: reduction of Shn3 3'UTR firefly luciferase signal, primary screen, Schnurri-3 inhibitor project, cell-based, Clone20 osteoblasts, set 2; Clone20 osteoblast Shn3 3'UTR firefly luciferase, 24 h; inhibition, % at 12.5 µM; hit rate 0.52% among 360,000; AID 588674, 2011;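 active means mean inhibition of at least 75% with every replicate also reaching 75%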;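 further: 0% = median of neutral control wells and 100% = pilot-screen positive control compound; some compounds past the cut are filed as inactive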
# HTR2A ag: mouse Htr2a agonists via beta-arrestin recruitment, primary screen, cell-based, luminescence; 5-hydroxytryptamine receptor 2A (Mus musculus), P35363; CHO-K1 mHTR2A beta-arrestin complementation; percent of 30 µM serotonin response; activation, % at 7.6 µM; hit rate 0.66% among 360,000;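 active means activation above a run cutoff, the mean activation of all tested compounds plus 3 SD, cut at about 14% in these data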;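 further: 0% = plate median of compound wells and 100% = 30 µM serotonin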
# Target sequence (P35363 whole entry, looked up): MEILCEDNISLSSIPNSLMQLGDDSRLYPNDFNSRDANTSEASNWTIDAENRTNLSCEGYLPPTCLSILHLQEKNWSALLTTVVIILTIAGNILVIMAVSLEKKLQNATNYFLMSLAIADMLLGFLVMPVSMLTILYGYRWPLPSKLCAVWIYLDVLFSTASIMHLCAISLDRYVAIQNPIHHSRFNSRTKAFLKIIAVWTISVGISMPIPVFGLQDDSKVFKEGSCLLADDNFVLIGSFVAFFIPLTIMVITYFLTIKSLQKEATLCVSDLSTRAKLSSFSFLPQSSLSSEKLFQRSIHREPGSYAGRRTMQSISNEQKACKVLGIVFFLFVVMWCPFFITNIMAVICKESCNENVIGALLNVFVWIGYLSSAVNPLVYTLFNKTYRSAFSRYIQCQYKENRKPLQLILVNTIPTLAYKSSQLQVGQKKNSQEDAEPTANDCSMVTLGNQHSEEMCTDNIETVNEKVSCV
# Peg3 promoter: Peg3 promoter-driven luciferase inhibitors, primary screen, cell-based, HeLa, luciferase luminescence. hit rate 1.7% among 360,000. HeLa PEG-Prom luciferase reporter, overnight. inhibition, % at 20 µM;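 active means inhibition of at least 50% at 20 µM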
# HIF-2a inh: HIF-2a reporter inhibitors, primary screen, luminescence, 786-0 RCC cells. 786-0 RCC cells HIF-2a reporter, luciferase luminescence, overnight. hit rate 0.72% among 360,000. inhibition, % at 18.8 µM;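 active means inhibition of the luminescence signal of 40% or more relative to plate controls, in a single-dose primary screen at 18.75 µM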
# NR2E3 ag-2: NR2E3 agonists in two-hybrid cells, primary screen, cell-based, luminescence, CHO-S, Gal4-NCOR/VP16-NR2E3 | inhibition of corepressor binding, % at 3.98 µM | hit rate 0.35% among 360,000 | luciferase | AID 602229, 2012;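 active means inhibition above the mean of all tested compounds plus 3 SD, cut at about 70% in these data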;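 further: 0% = DMSO with NR2E3 transfected cells and 100% = cells lacking NR2E3 construct; higher means lower luciferase signal from less NR2E3 corepressor binding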
# * = called active by the depositor; · = no result given.
SMILES,iPSC survival up,CaV13 ICDI inh,NR2E3 ag-1,Cardio protect,TRPM1 prom inh,PDI inh,Shn3 3UTR inh,HTR2A ag,Peg3 promoter,HIF-2a inh,NR2E3 ag-2
COc1ccc(Br)c(C(=O)N(C)CC(=O)Nc2ccc(N3CCOCC3)cc2)c1,1.3,-2,3,7,3,-3,-12,5,14,1,-11
COc1ccccc1-n1c(C)nc(=O)c(-c2ccccc2)c1C,0.8,·,-3,0,9,-4,3,-2,0,12,-19
Cn1c(N)c(C(=O)CSc2nn(-c3ccccc3)c(=S)s2)c(=O)n(C)c1=O,0.0,-6,·,2,8,3,27,-1,-51,-13,-34
O=C(CN1CCCN(Cc2ccc(F)cc2)S1(=O)=O)NC1CCCC1,-0.3,-7,0,-3,2,-12,3,1,9,16,-19
C=CCn1c(-c2sc3nc(C)cc(C)c3c2N)n[nH]c1=S,-0.3,-21,-6,3,·,1,·,5,-6,1,-18
Cc1cccc(N2CN(Cc3cccnc3)CNC2=S)c1C,4.1,-6,-2,0,-1,-4,-5,-3,12,15,-2
Cn1nnnc1Sc1ncnc2scc(Br)c12,-3.5,-8,·,-32,-17,2,97*,-3,104*,96*,-16
COc1cccc(C=NNc2nc3ccccc3s2)c1OC,-1.4,-7,·,-13,-40,-1,-60,4,-191,-230,-255
C/C=C/Cn1c(SCCCc2ccccc2)nc2c1c(=O)[nH]c(=O)n2C,-1.8,-7,0,-18,·,·,3,-1,-6,18,9
O=C(CCSc1ccccc1)NCc1cccnc1,0.2,-2,-4,6,-8,14,17,-2,3,-4,0
CCOc1c(Br)cc(/C=C2/SC(=O)N(CC(=O)N3CCCC3)C2=O)cc1OC,-1.9,-5,2,1,-3,-9,15,1,-8,-13,-18
C#C[C@]1(O)CCC2C3CCC4=CC(=O)CC[C@@H]4C3CC[C@@]21C (stereo partly drawn),-0.8,-5,-1,20,22,0,-5,15*,30,18,-6
CCN(CC)CCCNC(=O)C1CCN(c2ncnc3c2sc2cccc(F)c23)CC1,-0.5,-2,1,8,9,-5,-18,-6,-13,13,-17
O=C(COc1ccccc1Br)Nc1ccccc1C(F)(F)F,2.4,-19,-4,-4,1,-9,-17,10,-100,-143,-20
COc1ccccc1N1CCN(C(=O)C(C)N(c2ccc(C)cc2)S(C)(=O)=O)CC1 (stereo not drawn),2.9,-7,-1,-14,-3,15,·,-2,15,12,-5
COc1ccc(/C=C(/NC(=O)c2ccc([N+](=O)[O-])cc2)C(=O)NCCCN(C)C)cc1,0.2,-17,-3,-3,1,-5,5,-2,6,11,-3
COc1ccc(CCNC(=O)CSc2nn3c(=O)c(C)nnc3s2)cc1OC,-0.5,·,3,1,-2,4,5,-6,4,4,7
c1cncc(Cc2cc3ccccc3[nH]2)c1,1.0,-6,1,-1,11,-8,-6,1,-39,13,-33
CC1(C(=O)NCc2ccccc2)CCC(=O)N1CCc1c[nH]c2ccccc12 (stereo not drawn),0.1,-11,·,3,·,·,-13,-2,8,14,10
COc1ccc(C(=O)O)cc1NS(=O)(=O)c1cccc2nsnc12,-3.8,·,1,7,1,12,-10,0,-2,12,-23
Cc1ccc(Cl)c2c(N=Nc3ccccc3)c(O)[nH]c12,-0.8,-291,·,-13,-43,7,-120,3,-177,-228,-69
CCNC(=O)C1(C)CCN(C(=O)CCc2ccccc2)C1 (stereo not drawn),1.8,·,·,6,·,-4,-12,1,-8,9,-7
COP(=O)(OC)C(Nc1ccc([N+](=O)[O-])cc1)c1ccccc1 (stereo not drawn),-0.3,0,-1,1,0,5,3,0,23,16,19
CC(=O)c1cnc2ncnn2c1C,-0.1,-18,-1,4,2,4,-15,1,3,15,5
Cc1ccc(NC(=O)CSc2nnc(CNC(=O)C34CC5CC(CC(C5)C3)C4)n2-c2ccc(F)cc2)cc1,-1.9,-2,0,3,4,-6,13,0,21,17,-26
COc1cccc(C(O)c2nc(-c3cc(F)cc(F)c3)cs2)c1 (stereo not drawn),1.0,-4,·,-18,·,-1,-10,-3,11,-13,6
Cc1cc(C(=O)NC2CC(C)(C)Cc3c2cnn3-c2cccc(F)c2)n(C)n1 (stereo not drawn),2.3,-6,-2,-4,0,1,24,1,-7,-7,-34
Cc1[nH]c2ccccc2c1C1=CC(=O)C=CC1=O,-1.8,-7,·,-28,56,11,66,-11,76*,16,27
COc1ccc(/C=C/C(=O)c2cc(F)ccc2OC(=O)c2ccc(OC)c(OC)c2)cc1OC,-1.7,-3,0,17,-12,-6,-10,-4,23,2,-11
Cc1ccc(Cn2nc3c(cc2=O)CCc2ccccc2-3)cc1,4.1,-2,0,2,4,7,-1,-8,-10,-38,-18

# Entries shown so far that contain bromine, in the order listed:
SMILES,iPSC survival up,CaV13 ICDI inh,NR2E3 ag-1,Cardio protect,TRPM1 prom inh,PDI inh,Shn3 3UTR inh,HTR2A ag,Peg3 promoter,HIF-2a inh,NR2E3 ag-2
COc1ccc(Br)c(C(=O)N(C)CC(=O)Nc2ccc(N3CCOCC3)cc2)c1,1.3,-2,3,7,3,-3,-12,5,14,1,-11
Cn1nnnc1Sc1ncnc2scc(Br)c12,-3.5,-8,·,-32,-17,2,97*,-3,104*,96*,-16
CCOc1c(Br)cc(/C=C2/SC(=O)N(CC(=O)N3CCCC3)C2=O)cc1OC,-1.9,-5,2,1,-3,-9,15,1,-8,-13,-18
O=C(COc1ccccc1Br)Nc1ccccc1C(F)(F)F,2.4,-19,-4,-4,1,-9,-17,10,-100,-143,-20

# Following part:
SMILES,iPSC survival up,CaV13 ICDI inh,NR2E3 ag-1,Cardio protect,TRPM1 prom inh,PDI inh,Shn3 3UTR inh,HTR2A ag,Peg3 promoter,HIF-2a inh,NR2E3 ag-2
COc1ccc(NC(=O)N2CCN(c3nc(-c4cccc(OC)c4)cs3)CC2)cc1,3.0,-9,-1,4,28,-1,31,-2,27,-70,15
CC(NC(=O)Nc1ccc(Cl)cc1)C(c1cccs1)N1CCOCC1 (stereo not drawn),1.0,-3,2,-6,16,·,-3,-1,12,5,-25
COC(=O)c1cccc(NC(=O)CCN2C(=O)C3CC=CCC3C2=O)c1 (stereo not drawn),-0.3,-4,2,-4,-9,-6,8,-1,3,-4,-21
Cn1c(N)c(C(=O)CSc2nnc(-c3ccccc3F)n2C2CC2)c(=O)n(C)c1=O,0.5,1,1,5,11,6,-33,10,3,9,-29
O=C(CNC(=O)c1ccccc1)OCc1cc(=O)n2cc(Br)ccc2n1,0.7,6,-3,2,0,5,0,-3,-5,7,-13
CC(C)NC(=S)NC1(C)CCS(=O)(=O)C1 (stereo not drawn),2.4,-15,3,5,-3,-3,-19,4,9,17,4
O=C(Cc1ccccc1F)Nc1cccc(S(=O)(=O)N2CCOCC2)c1,-0.4,-7,·,-3,8,-9,7,-1,16,4,27
C=CCOc1cccc(C2C(C(=O)c3cccs3)=C(O)C(=O)N2Cc2cccnc2)c1 (stereo not drawn),-0.6,-3,2,4,-13,5,-4,1,-5,-6,4
O=C(COC(=O)Cc1c[nH]c2ccccc12)Nc1ccc(Cl)cc1,-1.0,-5,·,4,·,2,-28,2,8,11,6
O=C(N/C(=C\c1ccc(Cl)cc1)C(=O)N1CCOCC1)c1ccc([N+](=O)[O-])cc1,-1.4,-7,6,0,5,1,-2,12,12,11,-16
O=C(N/N=C/C1CCCCC1)c1ccccn1,0.0,-5,0,-1,-15,0,-46,-4,-9,-65,-118
CCOC(=O)c1cn2nc(Oc3ccc(C#N)cc3)ccc2n1,-0.2,4,1,-2,4,1,-16,-1,3,19,8
OCc1ccc(OCCCOc2cccc3cccnc23)cc1,0.1,-5,-4,-2,-20,9,-17,0,-22,-31,-10
COc1cc(/C=N/N2C(=O)C3C4C=CC(CC4)C3C2=O)ccc1O (stereo not drawn),-0.9,-5,3,-2,5,11,-23,-2,-32,-14,-7
Cc1ccc2c(c1)nnc1nnc(SCC(=O)O)n12,-0.2,-52,-1,10,·,1,-12,-3,10,14,-32
COc1ccc(CNc2nc(-c3cccnc3)nn2C(=O)c2ccco2)cc1,-2.2,·,-1,26,-9,-5,-14,0,-17,-12,13
CC(=O)N1CCCc2cc(S(=O)(=O)NCc3ccc(C)cc3)ccc21,-0.4,·,0,-19,2,3,5,2,15,26,14
Cc1ccc(/C=C(/C#N)c2nc(CCN3C(=O)c4ccccc4C3=O)cs2)cc1,-0.4,-6,2,31,0,15,14,-1,-14,-35,-21
CN1C(=O)c2cccc3c(N(C)C)ccc(c23)C1=O,1.4,-9,0,6,-16,0,-4,5,6,-8,-3
COC(=O)c1ccccc1NC(=O)CSc1nnc(C(CO)NC(=O)c2ccccc2)n1C (stereo not drawn),0.8,-7,1,-1,9,1,-20,6,6,-3,9
CC(=O)Nc1ccc(NC(=O)CCCn2cnc3ccccc3c2=O)cc1,0.2,-5,1,-4,2,24,3,-4,15,-117,-26
O=C(NCc1ccon1)C1CCC(=O)N(CCc2ccc(Cl)cc2)C1 (stereo not drawn),0.3,-6,2,9,9,4,7,9,15,8,-2
NNC(=O)CCCCCCCCCCOCCCCO,-0.3,-7,-1,-6,-4,1,-22,4,9,10,-11
COc1cccc(C(=O)Nc2cc(C)ccc2NC(=O)COc2ccccc2)c1,3.0,-10,-1,0,0,6,8,-1,15,1,-34
CCCN(CC(=O)Nc1ccc(Cl)cc1Cl)C(=O)CC(NC(C)=O)c1ccccc1 (stereo not drawn),0.0,-6,·,-4,-3,-2,3,-2,8,8,7
Cc1ccc(C(C)C)c(OCc2nn(CC(=O)c3ccc(Cl)cc3)c3[n+]2CCCCC3)c1,0.6,-4,-5,-17,67*,5,49,0,112*,49*,-5
O=C(NCCCN1CCOCC1)c1sc2cc(F)ccc2c1Cl,-0.8,3,2,-2,-11,26,-7,-3,-69,-116,-26
CN(Cc1ccc(F)cc1)C(=O)COc1ccccc1-c1ccccc1,2.2,-3,1,2,13,3,7,0,21,9,-16
COc1ccc(CCNC(=O)CN(Cc2ccc(Cl)cc2)S(C)(=O)=O)cc1OC,-0.3,-4,-2,-3,2,0,3,1,-3,12,-11
CC(=O)Nc1cccc(-c2csc(C(C)(NC(C)=O)c3ccccc3)n2)c1 (stereo not drawn),5.4,-3,·,-3,·,17,-31,5,8,8,-5
Cn1c(=O)c2c(nc(NCc3cccnc3)n2Cc2ccc(Cl)cc2)n(C)c1=O,5.5,·,0,35,10,2,61,2,28,18,-6
